Screening data: PubChem, National Center for Advancing Translational Sciences (NCATS)
AmpC inh detg: inhibitors of E. coli AmpC beta-lactamase with detergent; AmpC hydrolysis of nitrocefin, absorbance 480 nm, 0.01% Triton; 370,000 tested, 0.041% active; P00811; Potency, µM (top dose mostly 114 µM), for the others: top-dose activity change, negative = inhibition, most hits filed as inhibitors;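 also: potency is read from the fitted curve at half-maximal effect; 0% = no-compound wells and -100% = no-enzyme wells; nearly all actives have a fitted effect of over 25% in size; some results filed as inactive show a strong effect at the top dose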
Target sequence (P00811 whole entry, looked up): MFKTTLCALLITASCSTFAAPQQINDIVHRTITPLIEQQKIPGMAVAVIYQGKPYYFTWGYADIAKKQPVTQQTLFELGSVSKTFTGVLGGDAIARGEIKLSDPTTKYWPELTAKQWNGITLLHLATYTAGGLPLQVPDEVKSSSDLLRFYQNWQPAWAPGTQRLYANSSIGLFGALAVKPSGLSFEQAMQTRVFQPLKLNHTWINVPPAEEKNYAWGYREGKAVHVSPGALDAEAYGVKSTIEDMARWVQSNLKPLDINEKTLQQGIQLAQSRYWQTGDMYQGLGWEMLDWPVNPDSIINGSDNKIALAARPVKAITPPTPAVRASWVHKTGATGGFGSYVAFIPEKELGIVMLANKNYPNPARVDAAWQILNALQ
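20 mM phosphate pH 7.0 + 0.01% (detergent screen) or 0.0001% Triton X-100; 5.3 nM AmpC reagent; cpd preinc 15 min RT; nitrocefin (800 uM stock) to start; A480 q20 s × 4 min; Activity was normalised to no-enzyme and no-compound control wells.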
HCV inh: inhibitors of hepatitis C virus infection; Huh7.5.1 HCVcc-Cre infection, luciferase reporter, 44 h; Potency, µM (series often up to 41.8 µM), without a hit: top-dose activity change, negative = inhibition, hits mostly inhibitors; 340,000 tested, 3.4% active; also: potency is read from the fitted curve at half-maximal effect
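A cell-based infection assay in which seeded cells (1,000 per well) receive test compound after 4 h, are inoculated with HCVcc-Cre at approximately 0.5 moi, and are incubated 44 h before luminescence detection.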
Sm TGR inh: blocks Schistosoma mansoni thioredoxin glutathione reductase; purified TGR, DTNB reduction, TNB absorbance 405 nm; Potency, µM (highest dose often 114 µM), without a hit: top-dose activity change, negative = inhibition, hits mostly inhibitors; Q962Y6; 360,000 tested, 3% active; also: potency is read from the fitted curve at half-maximal effect; nearly all actives have a fitted effect of over 60% in size
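TGR 20 nM + NADPH 100 uM (dispensed conc.), cpd preinc 15 min RT; start with NADPH (500 uM addition) then DTNB (15 mM addition). Kinetic TNB absorbance, 405 nm filter. Four-parameter Hill fit across titration.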
HCMV inh: inhibitors of human cytomegalovirus. HFF cells, HCMV-luciferase reporter, 72 h; active compounds read low. AID 1259415. activity change, negative = inhibition, % at 57.5 µM. 410,000 tested, 4.5% active; in the data active = activity change below about -60%; inconclusive = no clear call, values can overlap the other calls; inactive = above about -39%
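Inhibition of viral replication was scored as loss of reporter luminescence in HFFs infected with HCMV-luciferase (MOI 1 PFU/cell) for 72 h; compounds tested at 2 doses, normalized to buffer and Salinomycin controls.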
AmpC no deterg: blocks E. coli AmpC beta-lactamase in detergent-free assay | AmpC nitrocefin hydrolysis, absorbance 480 nm, 0.0001% Triton | P00811 | AID 485341 | Potency, µM (highest dose often 57.1 µM), without a hit: at the highest dose activity change, negative = inhibition, most hits filed as inhibitors | 330,000 tested, 0.52% active;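 also: potency is read from the fitted curve at half-maximal effect; plate controls were no compound for no effect and no enzyme for full effect; nearly all actives have a fitted effect of over 20% in size; some results filed as inactive show a strong effect at the top dose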
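20 mM phosphate pH 7.0 + 0.01% (detergent screen) or 0.0001% Triton X-100; 5.3 nM AmpC reagent; cpd preinc 15 min RT; nitrocefin (800 uM stock) to start; A480 q20 s × 4 min; Activity was normalised to no-enzyme and no-compound control wells.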
FBPA Giardia inh: blocks Giardia fructose-bisphosphate aldolase activity; 290,000 tested, 0.71% active; purified Giardia FBPA; Potency, µM (highest dose often 59.6 µM), for the others: top-dose activity, negative = inhibition, usual class: inhibitors; also: potency is read from the fitted curve at half-maximal effect; nearly all actives have a fitted effect of over 55% in size
Target sequence (A8B2U2 whole entry, looked up): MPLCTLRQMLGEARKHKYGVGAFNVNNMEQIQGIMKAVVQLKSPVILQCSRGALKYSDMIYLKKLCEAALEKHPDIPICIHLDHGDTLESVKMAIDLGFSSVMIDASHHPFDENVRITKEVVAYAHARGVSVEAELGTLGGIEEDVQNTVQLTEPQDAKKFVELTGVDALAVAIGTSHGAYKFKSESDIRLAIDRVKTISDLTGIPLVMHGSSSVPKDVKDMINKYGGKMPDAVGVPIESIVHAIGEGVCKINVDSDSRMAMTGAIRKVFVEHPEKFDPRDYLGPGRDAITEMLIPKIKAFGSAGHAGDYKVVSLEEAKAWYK
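40 nM FBPA preincubated 10 min at RT with compound (up to 57.5 uM final), then substrate plus GAPDH/TPI/NAD/arsenate coupling and diaphorase/resazurin added. Fluorescence read after 20 min at RT, 525/598 nm.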
Active calls of the source: *; ? = inconclusive; · = no result given; & = joins results of further samples; [ ] = remark or other dose. Unless noted, calls follow the shape of the dose curve; as a rule, active = well fitted curve in the direction sought with a large enough effect; inconclusive = small, poorly fitted or top-dose-only effect, or another doubt; inactive = no such curve, though single readings can be large; an effect the other way counts as inactive or inconclusive. Unless noted, % is scaled to controls: 0 for no effect and ±100 for the full control effect. An unsorted share of the library. Share with any hit: about 9.9%.

Abbreviations – A = AmpC inh detg; B = HCV inh; C = Sm TGR inh; D = HCMV inh; E = AmpC no deterg; F = FBPA Giardia inh
CC(C)Oc1ccc(S(=O)(=O)N2CCOCC2)cc1NC(=O)CN1C(=O)NC2(CCCC2)C1=O
  A: -4.2% | B: · | C: -5.2% | D: 45.9 | E: 37.9% | F: ·
COc1cc2c(cc1OC)C(c1cccc(Br)c1)CC(=O)N2 (configuration not stated)
  A: -13.6% | B: 1.4% | C: ? | D: -28.0 | E: 17.7% | F: 5.3%
CCCCN(C)S(=O)(=O)c1cc(Br)cc2c1N(C(=O)C1CC1)CC2
  A: -10.3% | B: ? | C: 12.6% | D: · | E: 13.5% | F: -1.5%
c1ccc(N2CCOCC2)c(Nc2nc3ccccc3n3cnnc23)c1
  A: -6.3% | B: -0.5% | C: -9.5% | D: ? | E: 14.6% | F: -15.3%
CCCCOP(=O)(OCCCC)C1(NS(=O)(=O)c2ccccc2)C=CC(=O)c2ccccc21 (configuration not stated)
  A: 0.6% | B: -11.8% | C: ? | D: 15.0 | E: -4.4% | F: -21.6%
O=C(CN1C(=O)CCC1=O)c1ccc(-c2ccccc2)cc1
  A: 6.1% | B: 28.5% | C: -1.1% | D: -28.1 | E: 11.1% | F: 2.5%
CC(C)(CO)NCc1ccc(Br)cc1
  A: -3.6% | B: -9.1% | C: 3.4% | D: 2.4 | E: -0.4% | F: -11.8%
CC(OC(=O)CCOc1ccccc1)C(=O)Nc1ccc(Cl)cn1 (configuration not stated)
  A: 3.5% | B: 14.7% | C: ? | D: 43.2 | E: -15.2% | F: ·
CCOc1ccc(/C=N/Nc2nc(=O)[nH]nc2C)cc1OC
  A: 3.8% | B: 6.5% | C: 12.2% | D: -21.4 | E: 1.6% | F: 19.9µM*
CC1CCCCN1C(=O)CSCC(=O)Nc1nc(-c2cccs2)cs1 (configuration not stated)
  A: -4.8% | B: 16.3% | C: 4.9% | D: 30.1 | E: -1.0% | F: 0.4%
Cc1cc(-c2nnc(SCC(=O)N3C(C)CCCC3C)o2)no1 (configuration not stated)
  A: -10.4% | B: 11.4% | C: -4.5% | D: -7.0 | E: -16.8% | F: 15.0%
COC(=O)C1=C(C)N(C)C(=S)NC1c1ccc(Cl)cc1 (configuration not stated)
  A: -5.9% | B: -1.2% | C: 1.6% | D: ? | E: -30.8% | F: 3.3%
CC1(C)CC2CC(C)(CN2Cc2cccc([N+](=O)[O-])c2)C1 (configuration not stated)
  A: ? | B: 13.6% | C: 0.0% | D: 51.5 | E: -30.8% | F: ?
CC(C)CNC(=O)NC(=O)COC(=O)c1cccc(NS(=O)(=O)c2ccc(F)c(F)c2)c1
  A: -7.1% | B: 8.4% | C: -11.7% | D: 15.2 | E: -26.8% | F: 6.5%
Cn1nc(C(F)(F)F)c2cc(C(=O)Nc3ccc(F)cc3)sc21
  A: -0.2% | B: ? | C: -4.7% | D: -18.3 | E: -32.9% | F: -0.8%

Two entries drawn at random from the list so far, as already listed:
Abbreviations – A = AmpC inh detg; B = HCV inh; C = Sm TGR inh; D = HCMV inh; E = AmpC no deterg; F = FBPA Giardia inh
CC1CCCCN1C(=O)CSCC(=O)Nc1nc(-c2cccs2)cs1 (configuration not stated)
  A: -4.8% | B: 16.3% | C: 4.9% | D: 30.1 | E: -1.0% | F: 0.4%
CCOc1ccc(/C=N/Nc2nc(=O)[nH]nc2C)cc1OC
  A: 3.8% | B: 6.5% | C: 12.2% | D: -21.4 | E: 1.6% | F: 19.9µM*

Nothing new here: an excerpt of the list.
Abbreviations – A = AmpC inh detg; B = HCV inh; C = Sm TGR inh; D = HCMV inh; E = AmpC no deterg; F = FBPA Giardia inh
O=C(CN1C(=O)CCC1=O)c1ccc(-c2ccccc2)cc1
  A: 6.1% | B: 28.5% | C: -1.1% | D: -28.1 | E: 11.1% | F: 2.5%
CC(C)(CO)NCc1ccc(Br)cc1
  A: -3.6% | B: -9.1% | C: 3.4% | D: 2.4 | E: -0.4% | F: -11.8%
CC(OC(=O)CCOc1ccccc1)C(=O)Nc1ccc(Cl)cn1 (configuration not stated)
  A: 3.5% | B: 14.7% | C: ? | D: 43.2 | E: -15.2% | F: ·

Back to the main list with the four entries that preceded the break.
Abbreviations – A = AmpC inh detg; B = HCV inh; C = Sm TGR inh; D = HCMV inh; E = AmpC no deterg; F = FBPA Giardia inh
COC(=O)C1=C(C)N(C)C(=S)NC1c1ccc(Cl)cc1 (configuration not stated)
  A: -5.9% | B: -1.2% | C: 1.6% | D: ? | E: -30.8% | F: 3.3%
CC1(C)CC2CC(C)(CN2Cc2cccc([N+](=O)[O-])c2)C1 (configuration not stated)
  A: ? | B: 13.6% | C: 0.0% | D: 51.5 | E: -30.8% | F: ?
CC(C)CNC(=O)NC(=O)COC(=O)c1cccc(NS(=O)(=O)c2ccc(F)c(F)c2)c1
  A: -7.1% | B: 8.4% | C: -11.7% | D: 15.2 | E: -26.8% | F: 6.5%
Cn1nc(C(F)(F)F)c2cc(C(=O)Nc3ccc(F)cc3)sc21
  A: -0.2% | B: ? | C: -4.7% | D: -18.3 | E: -32.9% | F: -0.8%
CCCCn1c(=O)[nH]c(=O)c2c1nc(-c1ccc(-c3ccccc3Br)o1)n2CCOC
  A: -11.0% | B: -7.8% | C: ? | D: -12.9 | E: -13.7% | F: -7.3%
Cc1cc(NC(=O)CCS(=O)(=O)c2cc3c4c(c2)CCN4C(=O)CC3)ccc1Br
  A: 1.2% | B: · | C: 9.4% | D: -11.3 | E: · | F: ·
Cc1cc(C)n(/N=C/c2cc([N+](=O)[O-])ccc2O)c(=O)c1
  A: 2.7% | B: 0.4% | C: · | D: 12.4 | E: -17.4% | F: -7.6%
CC/C(=N\NC(=O)c1ccc(N(C)C)cc1)c1ccccc1
  A: ? | B: -8.9% | C: -0.6% | D: -12.1 | E: -21.0% | F: 5.4%
CC1CCCN(S(=O)(=O)c2ccc(C(=O)Nc3nnc(-c4ccccn4)o3)cc2)C1 (configuration not stated)
  A: 1.3% | B: -14.4% | C: 3.9% | D: -12.3 | E: ? | F: 17.7µM*
CC(C)=C1C2C=CC1C1C(=O)N(c3ccc4c(c3)OCO4)C(=O)C21 (configuration not stated)
  A: -1.6% | B: 7.6%&-8.5% | C: 20µM* | D: -14.9 | E: -21.3% | F: -21.9%
COC(=O)c1ccc(Cl)cc1NC(=O)Nc1nnc(N(C)C2CCCCC2)s1
  A: -3.3% | B: · | C: 3.3% | D: -24.0 | E: · | F: ·
Cc1ccc(C(=O)Nc2cccnc2)cc1[N+](=O)[O-]
  A: 0.2% | B: 12.6% | C: 2.5% | D: ? | E: -19.1% | F: 0.2%
Cc1ccc(Cl)cc1N1CCN(CCCNC(=O)c2nnc(Cc3cccc(Cl)c3)o2)CC1
  A: -8.0% | B: · | C: 1.0% | D: -101.8* | E: · | F: ·
O=C(NCc1ccco1)c1ccc(-c2ccccc2Cl)o1
  A: -4.0% | B: 13.8% | C: 25.1µM* | D: 3.9 | E: -39.8% | F: -3.5%
Cc1ccc(Nc2cc(C)nc3ncnn23)c(C)c1
  A: 1.6% | B: 7.7% | C: 16.4% | D: 92.5 | E: -4.8% | F: -2.8%
COC(=O)C1=C(c2ccc(-c3ccccc3)c(F)c2)C[C@@H]2CC[C@H]1N2C(=O)N1CCOCC1
  A: 6.0% | B: 3.55µM* | C: -4.1% | D: -29.8 | E: 246.3%[activator] | F: ·
CC(C)c1ccc(N2C(=NC(=O)C3CCCO3)SC3CS(=O)(=O)CC32)cc1 (configuration not stated)
  A: 5.2% | B: -0.1% | C: -3.1% | D: -25.3 | E: 4.6% | F: ·
COc1ccc(S(=O)(=O)N(C)CC(=O)NCc2ccco2)cc1OC
  A: 0.4% | B: 13.3% | C: ? | D: 54.1 | E: -4.1% | F: -0.6%
CCOc1ccccc1NC(=O)COC(=O)C1CCC(=O)N1 (configuration not stated)
  A: · | B: 5.8% | C: · | D: 35.2 | E: -6.6% | F: ·
O=C(Cc1ccc(F)cc1)OCN1C(=O)c2ccccc2C1=O
  A: -0.1% | B: 9.1% | C: -17.1% | D: 8.8 | E: 220.1%[activator] | F: ·
O=C(COc1ccccc1[N+](=O)[O-])NNC(=O)Nc1cccc2ccccc12
  A: -1.6% | B: -25.7% | C: -12.1% | D: 1.3 | E: ? | F: -26.5%
